PHOSPHO1 block: inhibitors of human PHOSPHO1 phosphatase; Q8TCT1; recombinant PHOSPHO1, absorbance phosphatase assay; inhibition, % at 13.3 µM; hit rate 1.1% among 290,000; AID 1565; in the data active = inhibition above about 60%
NALP1 inh: blocks the NALP1 inflammasome reconstituted in yeast | inhibition, % at 10 µM | AID 2071 | S. cerevisiae NALP1/ASC/caspase-1 growth, X-gal OD620, 72 h | hit rate 0.61% among 280,000; in the data active = inhibition mostly above about 24%, no sharp cut-off; inactive = mostly below about 32%; also: some compounds called inactive have numbers as strong as hits
GPR7 antag: antagonists of human GPR7 (neuropeptides B/W receptor 1). GPR7-expressing cells, fluorescence antagonist assay. inhibition, % at 4.4 µM. hit rate 1.1% among 290,000. AID 1861; in the data active = inhibition above about 16%, passing the limit was not always enough;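 also: cells stimulated with the agonist NPW; 0% = agonist with vehicle and 100% = vehicle without agonist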
Target sequence (P48145 whole entry, looked up): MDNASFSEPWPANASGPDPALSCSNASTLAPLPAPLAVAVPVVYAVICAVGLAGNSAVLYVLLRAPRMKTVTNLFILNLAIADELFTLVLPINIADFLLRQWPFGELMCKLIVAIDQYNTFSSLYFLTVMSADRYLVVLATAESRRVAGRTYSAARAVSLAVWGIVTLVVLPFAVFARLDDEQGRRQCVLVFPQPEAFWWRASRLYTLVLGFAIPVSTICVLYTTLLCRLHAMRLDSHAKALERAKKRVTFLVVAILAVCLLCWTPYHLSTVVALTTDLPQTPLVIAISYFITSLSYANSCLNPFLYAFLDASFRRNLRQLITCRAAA
PfM18AAP inh: blocks P. falciparum M18 aspartyl aminopeptidase; recombinant PfM18AAP, H-Glu-NHMec fluorogenic cleavage; inhibition, % at 7.35 µM; hit rate 1.2% among 290,000; AID 1822;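 active = inhibition above the campaign mean inhibition over all tested compounds plus 3 SD, cut at about 28% in these data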;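 also: 0% = plate median of test compound wells and 100% = 2 mM ZnCl2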
MEKK2mut PB1 HTS: signal of MEK5 binding to mutant human MEKK2 PB1 domain; percent response, % at 10 µM; hit rate 0.35% among 290,000; bead flow cytometry, Alexa488-MEK5 binding to MEKK2 mutant; AID 1530; in the data active = percent response above about 24%, passing the limit was not always enough; also: inactives centre near 1; some results filed as inactive read as strong as hits; reference of the scale not given here
OXTR ag: activates the human oxytocin receptor; CHO-OTR cells, Fluo-8 calcium fluorescence; normalized: DMSO 0%, oxytocin 100%; hit rate 0.32% among 320,000; AID 2435; P30559; activation, % at 3 µM;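 active = activation above the mean of all tested compounds plus 3 SD, cutoff set per screening run, cut at about 20% in these data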;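 also: peak over basal fluorescence ratio from a 100 s FLIPR kinetic read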
DNA FID counter: counter-screen for HCV NS3 helicase inhibitors: DNA intercalator displacement; DNA fluorescent intercalator displacement, fluorescence; hit rate 0.17% among 290,000; inhibition, % at 7.9 µM; in the data active = inhibition above about 37%;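 also: 0% = vehicle and 100% = reference compound; higher means more ethidium bromide displaced from hairpin DNA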
MEKK3 PB1 HTS: modulators (inhibitors or enhancers) of MEK5 binding to human MEKK3 PB1 domain; binding response (% of control), % at 10 µM; hit rate 1.4% among 290,000; bead-based flow cytometry, Alexa488-MEK5 binding to MEKK3; actives lie on both sides; 0 = blocked by unlabeled MEK5, 100 = vehicle; Q99759;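 active = binding response more than 3 SD above or below the average of its plate-row segment, actives on both sides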;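 also: Alexa488 bead fluorescence after subtracting the streptavidin-only scavenger bead signal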
Target sequence (Q99759 whole entry, looked up, the tested form may be a part): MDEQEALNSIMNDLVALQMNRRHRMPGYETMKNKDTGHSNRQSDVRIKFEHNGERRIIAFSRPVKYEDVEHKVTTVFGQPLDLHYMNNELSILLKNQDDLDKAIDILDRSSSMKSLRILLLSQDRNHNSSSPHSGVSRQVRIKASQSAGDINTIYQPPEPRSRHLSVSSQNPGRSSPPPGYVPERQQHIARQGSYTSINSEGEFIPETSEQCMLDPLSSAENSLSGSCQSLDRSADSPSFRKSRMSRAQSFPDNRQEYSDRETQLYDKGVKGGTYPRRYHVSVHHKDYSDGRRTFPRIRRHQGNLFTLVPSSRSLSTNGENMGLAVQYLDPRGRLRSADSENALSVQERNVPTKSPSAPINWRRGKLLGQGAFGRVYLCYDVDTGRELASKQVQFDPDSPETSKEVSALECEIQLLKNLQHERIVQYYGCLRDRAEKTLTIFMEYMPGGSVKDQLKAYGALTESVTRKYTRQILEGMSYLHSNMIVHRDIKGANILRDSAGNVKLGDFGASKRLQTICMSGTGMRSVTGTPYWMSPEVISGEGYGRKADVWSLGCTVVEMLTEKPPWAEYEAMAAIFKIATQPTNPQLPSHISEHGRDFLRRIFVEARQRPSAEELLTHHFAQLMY
MEKK2 WT-MEK5: raises or lowers MEK5 binding to wildtype human MEKK2 PB1 domain. Q9Y2U5. bead flow cytometry, Alexa488-MEK5 binding to MEKK2 WT; actives lie on both sides. binding response (% of control), % at 10 µM. hit rate 1.1% among 290,000; in the data active = binding response below about 67% or above about 130%
* marks the source's active call; other numbers are inactive results; · = not tested or not shown; [ ] = dose if it differs, or a comment.

SMILES	PHOSPHO1 block	NALP1 inh	GPR7 antag	PfM18AAP inh	MEKK2mut PB1 HTS	OXTR ag	DNA FID counter	MEKK3 PB1 HTS	MEKK2 WT-MEK5
Cc1cccc(NC2=NCC(=O)N2Cc2cccs2)c1	50	4	12	-10	-7	-0.3	-1	91	95
Cc1cc(C)c2c(N)c(S(=O)(=O)c3ccccc3)sc2n1	-7	31	-8	14	-1	11	2	97	99
Cc1ccc(NC(=O)CSc2n[nH]c(C)c2[N+](=O)[O-])cc1	-10	0	5	5	-2	1.7	9	101	100
COc1ccc(NC(=O)CSc2nc3c(c(=O)n2-c2ccccc2)SCC3)c(OC)c1	-8	7	2	-7	·	-1.8	-9	·	·
O=C(N/N=C/c1ccccc1C(=O)O)c1cccc(S(=O)(=O)Nc2cc(Cl)ccc2Cl)c1	34	·	-1	-8	-18	0.5	-39	93	89
Cc1ccc(/C(O)=C2/C(=O)C(=O)OC2c2ccc(Cl)cc2)cc1 (configuration not stated)	20	10	9	4	4	-0.9	-2	103	99
CSc1ccccc1-c1nnc(-c2ccc(Cl)cc2Cl)o1	12	34	6	0	·	-0.5	-1	·	·
COc1cc(/C=N\Nc2ccc([N+](=O)[O-])cc2)ccc1OCC(=O)Nc1ccc(C)c(C)c1	-22	8	-7	-3	·	·	0	·	·
O=C(Nc1ccc(OC(=O)c2cccs2)cc1)c1ccco1	2	16	0	-3	2	1.2	-12	103	99
CN(CC(=O)NC(c1ccccc1)c1ccccc1)Cc1nc2ccccc2c(=O)[nH]1	0	-5	-11	-2	2	-1.8	-29	101	102

Compound profiles (already shown). Order of values: PHOSPHO1 block	NALP1 inh	GPR7 antag	PfM18AAP inh	MEKK2mut PB1 HTS	OXTR ag	DNA FID counter	MEKK3 PB1 HTS	MEKK2 WT-MEK5
`Cc1cc(C)c2c(N)c(S(=O)(=O)c3ccccc3)sc2n1` in the list: -7	31	-8	14	-1	11	2	97	99
`Cc1ccc(/C(O)=C2/C(=O)C(=O)OC2c2ccc(Cl)cc2)cc1` (configuration not stated) in the list: 20	10	9	4	4	-0.9	-2	103	99
`COc1cc(/C=N\Nc2ccc([N+](=O)[O-])cc2)ccc1OCC(=O)Nc1ccc(C)c(C)c1` in the list: -22	8	-7	-3	·	·	0	·	·
`CSc1ccccc1-c1nnc(-c2ccc(Cl)cc2Cl)o1` in the list: 12	34	6	0	·	-0.5	-1	·	·

Following part.
SMILES	PHOSPHO1 block	NALP1 inh	GPR7 antag	PfM18AAP inh	MEKK2mut PB1 HTS	OXTR ag	DNA FID counter	MEKK3 PB1 HTS	MEKK2 WT-MEK5
Oc1c(Br)cc(C=Nc2ccc3nc(-c4ccccc4)[nH]c3c2)c(O)c1Br	18	13	-3	29*	-26	0.6	-2	88	56*[inhibitor]
CCOC(=O)C1C(=O)CC(C)(O)C(C(=O)OCC)C1c1ccccc1OC (configuration not stated)	-8	11	-12	2	2	-1.3	-17	98	96
CCn1c(=S)sc2c(=O)n(CC(=O)Nc3cccc(OC)c3)c(C)nc21	20	-1	8	-3	1	-1.4	-1	96	101
O=C1OC(N2C(=O)CC[C@H]2C(=O)Nc2ccc(Br)cc2F)c2ccccc21 (some centres not stated)	-2	17	-4	17	4	0.2	-5	101	103
CC(NC(=O)COC(=O)/C=C/c1cccc(C(F)(F)F)c1)c1ccccc1 (configuration not stated)	6	24	-8	-2	-2	-1.3	-8	100	99
CC(C)c1ccc(/C=C2\C(=N)N3N=C(CC(=O)N4CCCCC4)SC3=NC2=O)cc1	26	2	-2	-1	0	0.0	-27	100	97
CCc1cc2c(=O)oc(-c3ccccc3F)nc2s1	30	-15	-9	10	6	-1.1	-6	98	97
COc1ccc(C2c3[nH]c4ccccc4c3CCN2C(=O)c2cn3ccccc3n2)c(F)c1 (configuration not stated)	41	19	1	8	-14	-0.8	-15	80	73
COc1ccc(Br)cc1CN(C)C(=O)c1ccncc1	3	-2	-7	-1	1	-0.4	-7	102	103
COc1ccccc1CCC(=O)NNC(=O)c1ccccc1	2	14	-14	-2	-5	1.8	-14	98	99
CN1CCN(S(=O)(=O)c2csc(C(N)=O)c2)CC1	-17	4	1	2	0	0.1	0	95	97
CSc1ccccc1NC(=O)c1cccs1	-4	9	-2	2	14	-1.9	-2	107	108
COc1ccc(-c2csc(NC(=O)C3COc4ccccc4O3)n2)cc1OC (configuration not stated)	52	12	-4	3	6	-1.1	-6	113	85
Cc1ccc(C(C(=O)NCc2ccccc2)N(C(=O)c2csnn2)c2cccc3ccccc23)o1 (configuration not stated)	-13	·	-9	-31	-3	-0.9	-31	95	96
O=C(C1CCN(S(=O)(=O)c2ccccc2)CC1)N1CCCCCC1	-6	-1	7	1	-3	·	-26	97	102
Cc1c(C(=O)NCCSCc2ccco2)cccc1[N+](=O)[O-]	5	38	-12	-1	-1	-0.7	0	100	99
C/C(=N\OCC(=O)Nc1c(C)cc(C)cc1C)c1ccc2c(c1)OCCO2	16	36	0	0	0	1.6	-26	97	96
COc1ccc(C(C)=O)cc1CSc1nc2ccccc2c(=O)n1-c1ccccc1	8	23	-1	-4	9	-1.1	-7	97	105
O=C(CSc1nnc(-c2ccccc2)c(-c2ccccc2)n1)NC1CCS(=O)(=O)C1 (configuration not stated)	-14	-11	0	7	-2	-0.4	0	97	99
COc1ccc(OCc2cc(C(=O)NCCCc3ccccc3)no2)c(Cl)c1	5	8	-13	1	12	0.7	-29	104	105
COC(=O)CN1C(=O)N/C(=C/c2ccc(OC)cc2)C1=O	2	12	-6	4	-4	3.8	2	101	94
COc1ccc(/C=C(\NC(=O)c2ccccc2)C(=O)N2CCN(C)CC2)cc1	45	14	-12	1	-1	0.5	-7	101	99
COc1ccc2oc(C(=O)c3ccccc3)c(NC(=O)CN3CCN(C)CC3)c2c1	24	18	8	9	·	4.2	26	·	·
O=c1c2cc(-c3ccccc3)sc2nc2n1N=C(c1cccs1)CS2	12	23	-7	6	-12	-0.3	-7	97	69
O=C(c1ccc2ccccc2c1)N1CCN(c2ccc(C(F)(F)F)cn2)CC1	-2	7	-1	1	5	-1.4	-5	103	100
Cc1cc(NC(=O)CSc2nnc(-c3ccoc3C)n2N)no1	55	-2	-4	-1	0	0.2	4	101	100
Cc1ccsc1C(=O)OCC(=O)Nc1ccc(Cl)cc1C(F)(F)F	2	30	-2	-1	8	-1.9	-4	98	96
CNC(=O)COC(=O)c1ccccc1Nc1ccccc1	28	-3	1	-11	-2	-2.1	-19	100	93
O=C(NCc1ccccn1)c1ccc(NS(=O)(=O)c2cccc(Cl)c2)cc1	27	18	-8	-17	-2	·	-24	101	99
COc1ccccc1-c1ccc(=O)n(CC(=O)NCc2ccc3c(c2)OCO3)n1	-8	9	-10	6	4	0.1	-13	95	100
Cc1ccc(OCCCn2c(CO)nc3ccccc32)cc1	7	-1	-17	11	7	2.2	-8	106	106
O=C(Nc1cccc(S(=O)(=O)NC2=NCCC2)c1)c1cc(-c2ccccn2)nc2ccccc12	33	-5	-9	2	-5	0.3	-24	97	96
CC(=O)c1cccc(NC(=O)Cc2cccs2)c1	-19	7	-7	0	-2	0.0	-1	90	93
COc1ccc(Nc2nc(-c3cc4cccc(OC)c4oc3=O)cs2)cc1	-2	24	-2	8	-2	-1.2	-4	99	92
CCCN1C(=O)C(O)(CC(=O)c2cccc(OC)c2)c2ccccc21 (configuration not stated)	-39	-8	5	4	-1	0.1	-19	103	99
COc1ccc(NC(=O)C(C)NS(=O)(=O)c2ccccc2)cc1Cl (configuration not stated)	14	4	-8	2	0	0.4	-2	102	104
O=C(CN1C2=NCCN2c2ccccc21)c1ccc(Br)cc1	-3	17	-7	2	4	2.1	17	100	110
CON(C)c1nc(OCC#N)nc(N(C)C)n1	-7	21	-7	-2	-1	0.1	-2	93	100
Cc1cccc(NC(=O)CSc2nnc(CNC(=O)c3ccco3)o2)c1	12	3	2	-3	0	0.6	-5	100	95
COc1ccc(NC(C)=O)cc1NC(C)C(=O)Nc1ccc(F)c(F)c1F (configuration not stated)	49	0	-6	9	3	0.2	-1	99	98
CNC(=O)c1cnn(-c2nc(-c3ccc(OC)cc3)cs2)c1C(F)(F)F	15	25	17	-7	3	-2.1	-15	104	104
CC(C)CC(=O)N1CCN(C(=O)c2ccco2)CC1	-10	-2	-11	-2	0	0.8	0	101	101
CCOc1ccccc1N(CC(=O)N1CCC(C(N)=O)CC1)S(=O)(=O)c1ccc(SC)cc1	32	15	2	-11	1	0.2	-36	99	104
Cc1ccn(CC(=O)N2CCCC(C(=O)c3cccc4ccccc34)C2)n1 (configuration not stated)	23	-1	0	-3	-2	-1.2	-17	102	98
Cc1ccc(SCC(=O)Nc2ccc(-c3nc4ccccc4[nH]3)cc2)cc1	14	7	0	-1	-1	-1.7	-3	116	105
Cc1ccc(-c2ccc(NC(=O)C3C4C=CC(C4)C3C(=O)O)cc2)o1 (configuration not stated)	44	-1	1	-39	3	-1.6	0	100	102
CC(C)N(Cc1ccccc1)C(=O)C1CCN(c2ncnc3c2nc2n3CCCCC2)CC1	22	18	-4	-1	7	-1.1	-56	105	106
Cc1ccc(N2C(=O)Nc3ccc(Br)cc3C2(O)C(=O)NCCCN(C)C)cc1C (configuration not stated)	14	26	-7	0	7	0.3	5	118	130
CSc1ccccc1NC(=O)COc1ccc(Cl)cc1Cl	-10	38	-4	14	-3	0.2	-1	99	89
Cc1ccc2nc(NC(=O)c3ccc(Cl)s3)sc2c1	-9	10	-9	-5	3	0.3	-3	102	101
Going on with the list:
SMILES	PHOSPHO1 block	NALP1 inh	GPR7 antag	PfM18AAP inh	MEKK2mut PB1 HTS	OXTR ag	DNA FID counter	MEKK3 PB1 HTS	MEKK2 WT-MEK5
CCC(C)OC(=O)C1=C(C)NC(=O)NC1c1ccc(F)cc1 (configuration not stated)	-5	6	-3	8	-4	-1.8	-10	90	95
N#C/C(C(=O)c1ccccc1)=C1/CCCCCN1	-2	-7	-9	-1	6	0.4	-5	108	110
COc1cc(OC)cc(C(=O)Nc2ccc(S(=O)(=O)Nc3ncccn3)cc2)c1	57	-9	-4	-12	0	0.7	-9	100	98
COc1cccc(OC)c1/C=C/C(=O)NC1CCCCC1	14	15	-9	1	-1	-2.3	-18	103	100
CN(C)CCNC(=O)C(c1ccccc1)c1ccccc1	36	-4	-15	3	-1	-0.4	3	99	100
NS(=O)(=O)c1ccc(NC(=O)c2cc(Cl)ccc2Cl)cc1	0	6	-2	-2	·	-0.9	4	·	·
Cc1nn(-c2ccccc2)c(C)c1C(=O)NCc1ccc(S(N)(=O)=O)cc1	28	8	5	-4	5	0.1	-10	103	109
Cc1cc(C)n(-c2ccc(C(=O)Nc3ccc4c(c3)OCCO4)cc2)n1	-3	18	-10	0	7	0.5	-25	106	104
O=C1OCCN1c1c(-c2ccccc2)c(N2CCOCC2)nc2ccccc12	·	·	·	·	7	-0.8	·	113	111
O=C(COc1ccccc1Cl)Nc1nnc(S(=O)(=O)N2CCCC2)s1	25	16	-8	4	3	2.5	-34	102	105
Cc1nn(CCCC(=O)NCCc2ccccc2)c(=O)c2nn(-c3ccccc3)c(C)c12	26	4	-17	-8	2	-2.5	-50	100	104
CC1=NN(c2ccccc2)C(=O)/C1=C\N1CC(C)OC(C)C1 (configuration not stated)	37	-5	-6	3	6	0.6	5	102	101
CCc1cccc(NC(=O)CCC(=O)O)c1	-3	22	-6	-2	-1	-1.1	1	98	98
Cc1ccc(F)cc1NC(=O)CSc1ncccn1	16	2	-8	6	-7	0.9	-1	80	87
COc1ccc(C(=O)N2CCN=C2c2ccccc2)cc1OC	6	16	-11	-12	6	0.4	-1	105	105
O=C(N/N=C/c1ccccn1)c1cccc(S(=O)(=O)Nc2ccccc2Cl)c1	28	15	-8	6	-2	1.2	-2	101	96
CCOc1ccc(S(=O)(=O)N(CC(=O)N/N=C/c2cccs2)c2ccc(C)cc2)cc1	35	33	-6	-1	-6	-1.1	-21	101	94
CCN(CC)C(=O)CSc1nc(C)cc(C)c1C#N	-35	-19	-13	-5	7	-0.2	-7	109	104

Bioassay records from PubChem BioAssay.
